Bioassay records as filed in PubChem BioAssay.
sdo1 growth: growth rescue of sdo1-depleted yeast, primary screen, S. cerevisiae, bone marrow failure model; S. cerevisiae sdo1-depleted JHY4D growth rescue, OD600 30 h; stronger effect = higher value; pdr5 snq2 efflux-pump mutant strain; z-score at 10 µM; 0.21% of 140,000 active; AID 817, 2007;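 active means z-score above 3 at both the 24 hr and the 30 hr optical density reads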;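 further: z-score against mean and SD of all compound wells on the same plate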
Insulin prom inh: inhibitors of insulin promoter-driven GFP, primary screen, imaging, TRM-6 cells (human fetal islet line), eGFP reporter, cell count | 0.9% of 130,000 active | inhibition, % at 2 µM | AID 1273, 2008 | reporter expression induced with tamoxifen;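 active means inhibition above the mean plus 3 SD, with well images judged a real hit on visual review, cut at about 60% in these data, passing the limit was not always enough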
sdo1 growth Rescue 24 h: recorded beside sdo1 growth, whose call it bears; z-score; S. cerevisiae sdo1-depleted JHY4D growth rescue, OD600; measured here: growth rescue at 24 h;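 0 is the plate mean of compound wells and units are plate SD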
An asterisk follows results filed as active; nt = no result given.

| item | molecule | Insulin prom inh | sdo1 growth Rescue 24 h | sdo1 growth |
| --- | --- | --- | --- | --- |
| 1 | Cc1ccc(C)c(NC(=O)CSc2nnc([C@@H](N)Cc3ccccc3)o2)c1 | 9.3 | -1.31 | -0.58 |
| 2 | CC1(C)Cc2nc3sc4c(SCC(=O)NC(c5ccccc5)c5ccccc5)ncnc4c3cc2CO1 | nt | 3.14 | 1.13 |
| 3 | CC(=O)c1cccc(S(=O)(=O)Nc2cccc(S(=O)(=O)NC3=NCCC3)c2)c1 | 3.6 | -0.64 | 0.43 |
| 4 | COC(=O)Oc1nsnc1N1CCOCC1 | -18.2 | 0.53 | 0.68 |
| 5 | CCc1cccc(OCCCCNCCOC)c1 | 20.0 | -0.24 | 0.12 |
| 6 | Cn1c(=O)c2c(ncn2CC(=O)Nc2nc3ccc(F)cc3s2)n(C)c1=O | 48.6 | 0.25 | 0.15 |
| 7 | COc1ccc(CCNS(=O)(=O)c2cccc(F)c2)cc1OC | 13.2 | -0.6 | -0.22 |
| 8 | O=S(=O)(c1cccc2ccccc12)N1CCSC1 | nt | -0.82 | -0.82 |
| 9 | c1sc2[n+](c1C13CC4CC(CC(C4)C1)C3)CCS2 | -76.9 | -0.55 | 0.04 |
| 10 | CCc1cccc(NC(=O)COc2ccccc2)c1 | nt | 1.2 | 1.15 |
| 11 | C/C(=N/OCC(=O)Nc1ccccc1)c1cccs1 | 25.0 | 0.45 | 0.57 |
| 12 | CC(=NCc1ccco1)c1c(C)[nH]n(-c2nc3ccccc3s2)c1=O | 5.6 | 1.12 | 0.5 |
| 13 | CCOc1nc(NC(=O)NC(=O)c2ccccc2)nc(-c2ccccc2)n1 | nt | -0.8 | -0.82 |
| 14 | N/C(=C/C(=O)c1ccccc1O)C(F)(F)F | nt | 1.16 | 0.93 |
| 15 | CCOc1ccccc1NC(=O)CCSc1nc2n[nH]c(C)c2c(=N)n1-c1ccccc1Cl | 25.8 | -0.04 | -1.19 |
| 16 | O=C(O)CSc1nnc(SCc2cccc3ccccc23)s1 | 46.1 | -0.58 | -0.64 |
| 17 | CCCCN(CCCNC(=O)C1CCN(S(=O)(=O)CC)CC1)c1ccccc1 | 12.0 | -0.73 | -0.82 |
| 18 | CC1(C)CC(n2c(=S)[nH]c3ccccc3c2=O)CCO1 (stereo not given) | nt | 1.52 | 0.93 |
| 19 | CCn1ccnc1C(O)c1ccccc1OC (stereo not given) | 9.5 | -0.32 | 0.48 |
| 20 | CC(C)NS(=O)(=O)c1cc(C(=O)O)ccc1Cl | -21.4 | 1.06 | 1.72 |
| 21 | CCOC(=O)N1CCN(C(=O)C(=O)NNC(=O)COc2ccc(Cl)c(C)c2)CC1 | 20.0 | 0.16 | 0.33 |
| 22 | CSc1ccc(S(=O)(=O)NCCOc2ccccc2C)cc1 | 42.9 | -0.9 | -0.65 |
| 23 | O/N=C/c1cc(Br)ccc1OCc1ccc(F)cc1 | -18.5 | nt | nt |
| 24 | C/C(=C\C(=O)c1ccc(C)cc1)NCc1ccc(F)cc1 | -55.6 | nt | nt |
| 25 | O=c1cc(Cl)c(-c2ccccc2)n[nH]1 | -20.0 | 0.06 | 0.92 |
| 26 | O=C(O)Cc1ccc(O)c(F)c1 | -38.1 | 0.43 | 0.95 |
| 27 | CCCn1nnnc1SCC(=O)Nc1nnc(CC)s1 | 8.6 | 0.22 | 0.63 |
| 28 | Cc1ccccc1NC(=S)NC(=O)c1cc(-c2ccccc2)nc2ccccc12 | nt | -0.35 | -0.87 |
| 29 | Clc1cccc(Cl)c1COc1ccccn1 | nt | 0.46 | 0.89 |
| 30 | CCOc1cc(CNCc2ccccn2)cc(Cl)c1OCC | -20.0 | nt | nt |
| 31 | CCCCC(=O)Nc1ccc2c3c(cccc13)CC2 | -58.6 | -0.5 | -0.09 |
| 32 | CCOCC(=O)Nc1ccccc1C(=O)N1CCOCC1 | 18.2 | nt | nt |
| 33 | COc1cc(C(=O)NNc2nc3cc4c(cc3s2)OCO4)cc(OC)c1OC | -70.7 | 2.28 | 2.57 |
| 34 | COc1ccc(Nc2ccc(S(=O)(=O)N3CCCCCC3)cc2[N+](=O)[O-])cc1 | -46.4 | 0.19 | -0.77 |
| 35 | CCn1cc(Cl)c(C(=O)Nc2ccc(OC)c(OC)c2)n1 | -20.0 | nt | nt |
| 36 | CC(C)NC(=O)COC(=O)c1ccc(Cl)c(S(N)(=O)=O)c1 | -66.7 | nt | nt |
| 37 | CC1CCN(C(=O)c2cc(N3C(=O)C4C5CCC(C5)C4C3=O)ccc2Cl)CC1 (stereo not given) | -77.8 | nt | nt |
| 38 | COc1ccc(N2C(=O)CC(Sc3nc(C)cc(C)c3C#N)C2=O)cc1 (stereo not given) | 66.7 | -0.04 | 0.18 |
| 39 | CCOC(=O)C1(CCOc2ccccc2)CCN(Cc2cccc3nonc23)CC1 | 16.7 | nt | nt |
| 40 | COc1ccc(NC(=O)N2CCCC2C(=O)Nc2ccccc2)cc1 (stereo not given) | 19.4 | 0.21 | 0.7 |
| 41 | Cc1ccc(C)c(N2CN(Cc3ccco3)CNC2=S)c1 | -4.8 | -0.16 | 0.26 |
| 42 | O=C(O)C1CCCCC1C(=O)Nc1nc(-c2cccs2)cs1 (stereo not given) | -23.1 | 0.39 | 0.79 |
| 43 | CCCCn1c2nc3ccccc3nc2c2c(=O)n(C(C)CC)cnc21 (stereo not given) | -30.6 | -1.44 | -1.74 |
| 44 | COc1ccccc1-c1cc(C(=O)N/N=C/c2cccs2)c2ccccc2n1 | 21.6 | -0.72 | -1.06 |
| 45 | O=C(Cn1cnc2ccccc2c1=O)NCc1ccco1 | 32.5 | 0.01 | 0.1 |
| 46 | CC(C)Cc1nc(SCc2cccnc2)c2c(=O)n(C)c(=O)n(C)c2n1 | -75.0 | nt | nt |
| 47 | Cc1ccc(CC2S/C(=N/c3ccccn3)NC2=O)cc1 (stereo not given) | 0.0 | -0.24 | -0.41 |
| 48 | Cc1ccnc(NC(=O)/C=C/c2ccccc2[N+](=O)[O-])c1 | 47.1 | nt | nt |
| 49 | Cc1cc(/C=C(\C#N)C(=O)NCC2CCCO2)c(C)n1-c1ccc(Cl)cc1 (stereo not given) | 27.6 | -0.03 | -1.11 |
| 50 | CCN(CC(=O)Nc1ccc(NC(C)=O)cc1)c1ccc(C(F)(F)F)cn1 | 6.7 | 0.75 | 0.52 |
| 51 | COc1ccc2c(c1)CCN(C(=O)CCl)C2C1C(=O)CCCC1=O (stereo not given) | 0.0 | -0.21 | 0.67 |
| 52 | Cc1nc(SCC(=O)Nc2ccc(Cl)cc2[N+](=O)[O-])nc(C)c1C | -61.5 | -0.8 | -0.79 |
| 53 | CCc1ccc(-c2nc(CN3CCC(C(=O)N4CCN(c5ccccn5)CC4)CC3)c(C)o2)cc1 | nt | -0.78 | -0.56 |
| 54 | N/C(=N\OS(=O)(=O)c1ccc2ccccc2c1)c1ccncc1 | -2.7 | -1.19 | -1.41 |
| 55 | O=C1NC(c2ccccc2)(C(F)(F)F)SC2=NCCCN12 (stereo not given) | 42.9 | 0.77 | 0.65 |
| 56 | CC(=O)Nc1ccc(S(=O)(=O)NC(CC(=O)NCCCN2CCOCC2)C(C)C)cc1 (stereo not given) | nt | -1.12 | -0.22 |
| 57 | N#CC1=C(SCC(=O)Nc2ccccc2)NC(=O)CC1c1ccco1 (stereo not given) | 25.0 | -0.43 | -0.01 |
| 58 | CCOc1ccc(NC(=S)NC(C)C(c2ccccc2)N2CCN(C)CC2)cc1 (stereo not given) | -20.0 | nt | nt |
| 59 | CC(C)NCCOc1cccc(Br)c1 | 42.9 | -0.75 | 0.12 |
| 60 | COC(=O)Cc1c[nH]c2cccc(OCC(O)CN(Cc3ccc([N+](=O)[O-])cc3)C(C)(C)C)c12 (stereo not given) | 43.2 | -1.41 | -1.74 |

(further entries)
| item | molecule | Insulin prom inh | sdo1 growth Rescue 24 h | sdo1 growth |
| --- | --- | --- | --- | --- |
| 61 | COC(=O)c1ccc(COc2ccccc2/C=C(\C#N)C(=O)Nc2ccccc2C)cc1 | 43.8 | -1.07 | -1.55 |
| 62 | C/C(N)=C(/C#N)C(=O)COC(=O)COc1ccc(Cl)cc1C | nt | -0.39 | -0.48 |
| 63 | O=C(CCn1c(=S)[nH]c2cc3c(cc2c1=O)OCO3)N1CCc2ccccc2C1 | 52.8 | -0.79 | -1.17 |
| 64 | O=C(NC(NC1CCS(=O)(=O)C1)C(Cl)(Cl)Cl)c1cccc(Cl)c1 (stereo not given) | -16.1 | 1.3 | 0.85 |
| 65 | COc1cccc(-c2cc(C(=O)N3N=C(C)CC3(O)C(F)F)c3ccccc3n2)c1 (stereo not given) | -21.4 | nt | nt |
| 66 | CCN(CC)c1ccc(NC(=O)CN2C(=O)CC(C)(C)S(=O)(=O)c3ccccc32)c(C)c1 | nt | -0.4 | -0.06 |
| 67 | CCOC(=O)/C(C#N)=C\c1ccco1 | nt | 0.25 | -0.46 |
| 68 | COc1ccc(C(=O)/C=C/C(=O)N(Cc2ccc3c(c2)OCO3)C(C(=O)NC2CCCCC2)c2ccncc2)c(O)c1 (stereo not given) | -23.1 | -0.04 | -1.12 |
| 69 | O=C(COC(=O)c1cc(Cl)ccc1Cl)NCCN1C(=O)CSC1=O | -11.1 | -0.89 | 0.28 |
| 70 | Cc1ccc(NC(=O)C(=O)NCc2ccccn2)cc1 | 0.0 | nt | nt |
| 71 | CC(C)CC1NC(=O)N(CC(=O)c2ccc3c(c2)OCCO3)C1=O (stereo not given) | -17.4 | -0.65 | 0 |
| 72 | O=C(CN1CCN(c2ccc(F)cc2)CC1)N1N=CCC1c1ccccc1 (stereo not given) | nt | -0.13 | 0.42 |
| 73 | CCOC(Cn1c(CCCO)nc2ccccc21)OCC | 12.5 | 0.4 | 0.55 |
| 74 | FC(F)(F)c1cnc(NNC(=S)Nc2ccc(Cl)cc2)c(Cl)c1 | 22.6 | -0.02 | -0.6 |
| 75 | Cc1ccc(S(=O)(=O)NC(C(=O)OCC(=O)NC(=O)c2cccn2C)C(C)C)cc1 (stereo not given) | nt | -0.74 | -1.36 |
| 76 | COC(=O)CCC(=O)Nc1cc(Cl)cc(Cl)c1 | -28.6 | nt | nt |
| 77 | COc1ccc(-c2nn(-c3ccccc3)cc2/C=N/Nc2ccc3ccccc3n2)cc1OC | -11.1 | 0.21 | -1.6 |
| 78 | CCCCN(C(=O)CN1C(=O)C2CC=CCC2C1=O)c1c(N)n(CCC)c(=O)[nH]c1=O (stereo not given) | nt | -1.22 | 0.07 |
| 79 | Cc1cc(C)n2nc(SCC(=O)c3ccc[nH]3)nc2n1 | -39.4 | 2.62 | 3.6 |
| 80 | CCc1cc2c(=O)c(-c3cnn(-c4ccccc4)c3)c(C(F)(F)F)oc2c(CN(C)C)c1O | -192.9 | 0.02 | -0.95 |
| 81 | O=[N+]([O-])c1ccc(-c2nc(=S)c3c(o2)CCCC3)cc1 | -38.9 | -0.92 | -0.84 |
| 82 | O=C(CSc1nnc(-c2cccnc2)n1CCc1ccccc1)NCc1ccccc1 | -104.8 | -0.23 | 0.16 |
| 83 | CCN(CC)C(=O)Cn1cc(S(=O)(=O)CC(=O)N2CCCCCC2)c2ccccc21 | -11.1 | nt | nt |
| 84 | COc1ccc(NS(=O)(=O)c2ccc(OC)c(NC(=O)CCC3CCCC3)c2)cc1 | nt | 1.21 | 0.48 |
| 85 | CCOc1cccc2c1OC1(C)CC2NC(=O)N1c1cccc(F)c1 (stereo not given) | -36.4 | 0.44 | 1.02 |
| 86 | N#CCCN/N=C(/Cc1nc2ccccc2[nH]1)c1cccc(Cl)c1 | 21.6 | 0.44 | 0.73 |
| 87 | CCc1c(C)sc(NC(=O)c2ccc(Br)o2)c1C(=O)OC | -10.5 | -1.19 | -1.36 |
| 88 | COCCCn1c(-c2ccc(S(=O)(=O)N3CCOCC3)cc2)csc1=Nc1ccccc1 | -6.2 | 0.14 | -0.28 |
| 89 | CC(C)OC(=O)c1c(NC(=O)c2cccs2)sc2c1CCCC2 | nt | 0.13 | -0.25 |
| 90 | CCN(c1ccccc1)S(=O)(=O)c1cc([N+](=O)[O-])ccc1N | 28.2 | nt | nt |
| 91 | CCN1/C(=C/c2sc(-c3ccccc3C)c[n+]2C)Sc2ccccc21 | -285.0 | nt | nt |
| 92 | CCCCc1nc2ccccc2n1Cc1nnc2n1-c1ccccc1SC2 | nt | -0.65 | -0.78 |
| 93 | CCCNS(=O)(=O)c1ccc(NC(=O)c2cccnc2)cc1 | nt | 0 | 1.23 |
| 94 | C=CCN(CC=C)C(=S)NCCc1ccc(OC)c(OC)c1 | nt | -1.99 | -0.86 |
| 95 | Cc1ccc(Sc2ncccc2COC(=O)Nc2c(C)cccc2C)cc1 | -110.3 | -0.67 | -0.53 |
| 96 | Cc1ccc(NC(=O)/C=C/c2ccc([N+](=O)[O-])s2)cc1 | -270.4 | 0.3 | 0.26 |
| 97 | Cc1nnc(SCC(=O)N(Cc2ccccc2)C(C)(C)C)[nH]c1=O | 33.3 | nt | nt |
| 98 | COC(=O)c1ccc(N2C(=O)C3CC=CC(C)C3C2=O)cc1 (stereo not given) | 60.0 | nt | nt |
| 99 | Cn1c(=O)c2ncn(CC(=O)N/N=C/C=C/c3ccccc3)c2n(C)c1=O | -21.4 | nt | nt |
| 100 | Cc1ccc(C(=O)NC(=S)Nc2ccc(NC(=O)c3cccc(Cl)c3)cc2)cc1 | nt | 1.29 | 0.14 |
| 101 | Cc1nnc(-c2cccc(Br)c2)c2cn(-c3cccc(Br)c3)nc12 | nt | -0.61 | -1.22 |
| 102 | Cc1ccc(S(=O)(=O)/N=C(/c2ccc(F)cc2)N2CCCCC2)cc1 | nt | -0.53 | -0.36 |
